M5 PAM = CHRM5 positive allosteric modulation. P08912. CHO-K1 hM5, Fluo-8 calcium, ACh EC20 PAM; 0% = ACh EC20, 100% = ACh EC100. activation, % at 3 µM. 0.3% of 360,000 active. AID 624038;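 active = activation above the run cutoff, the mean activation of all test compounds plus 3 SD, cut at about 18% in these data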
Target sequence (P08912 whole entry, looked up): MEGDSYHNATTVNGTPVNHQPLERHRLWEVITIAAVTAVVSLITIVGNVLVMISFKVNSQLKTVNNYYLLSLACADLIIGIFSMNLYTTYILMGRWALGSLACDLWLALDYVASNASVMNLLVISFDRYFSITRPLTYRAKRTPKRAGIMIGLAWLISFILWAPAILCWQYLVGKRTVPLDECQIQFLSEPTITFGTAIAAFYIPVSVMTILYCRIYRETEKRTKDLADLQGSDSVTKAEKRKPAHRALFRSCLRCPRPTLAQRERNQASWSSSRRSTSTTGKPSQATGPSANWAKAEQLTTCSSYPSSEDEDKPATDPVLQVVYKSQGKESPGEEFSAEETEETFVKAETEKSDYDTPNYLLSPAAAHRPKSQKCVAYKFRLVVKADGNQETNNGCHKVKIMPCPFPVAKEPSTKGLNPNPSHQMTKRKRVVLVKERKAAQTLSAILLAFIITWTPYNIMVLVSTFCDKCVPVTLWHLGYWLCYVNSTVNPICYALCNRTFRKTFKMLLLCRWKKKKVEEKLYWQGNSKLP
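system = human M5 receptor in CHO-K1 cells | reagent = EC20 acetylcholine as agonist stimulus | compound dosing = single-point, 3 µM nominal | incubation = Fluo-8 loading 80 min at 37 °C plus 30 min room temperature | detection = Fluo-8 calcium dye fluorescence, kinetic read | benchmarks = low control EC20 acetylcholine (0%), high control EC100 acetylcholine (100%)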
CHO-K1 Ca antag = counter-screen for M1 antagonists: effect in parental CHO-K1 cells. AID 602250. ATP-induced calcium, Fluo-8 fluorescence. inhibition, % at 3 µM. 0.6% of 360,000 active;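 active = inhibition above a per-plate cutoff, the plate's mean sample inhibition plus 3 SD, cut at about 24% in these data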;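 note: 0% = DMSO plus EC80 ATP and 100% = DMSO alone without ATP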
CHO-K1 Ca ag = M1 agonist counterscreen hit in parental CHO-K1 cells. 0.48% of 360,000 active. activation, % at 3 µM. AID 602248. Fluo-8 calcium fluorescence; scaled to maximal ATP response, vehicle zero; in the data active = activation above about 15%;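 note: untransfected CHO-K1 host cells lacking M1 receptor as counterscreen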
CHRM5 agonist = agonists of human muscarinic M5 receptor (CHRM5); P08912; CHO-K1 hM5 cells, Fluo-8 calcium fluorescence; 0% DMSO wells, 100% maximal acetylcholine response; activation, % at 3 µM; 0.19% of 360,000 active; AID 624037;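 active = activation above the run's mean over test compounds plus 3 SD, cut at about 23% in these data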;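 note: signal is peak over basal fluorescence ratio across the kinetic read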
M5 antag = CHRM5 antagonism in calcium assay; P08912; CHO-hM5 cells, Fluo-8 calcium fluorescence, ACh EC80; inhibition, % at 3 µM; 0.59% of 360,000 active;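 active = inhibition above a per-plate cutoff, the mean of that plate's test compounds plus 3 SD, cut at about 27% in these data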;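 note: 0% = acetylcholine EC80 with DMSO and 100% = DMSO without agonist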
CHRM4 agonist = CHRM4 agonism in calcium assay; CHO-K1 hM4/Gqi5, Fluo-8 calcium fluorescence; vehicle 0%, full acetylcholine response 100%; 0.14% of 360,000 active; activation, % at 3 µM;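 active = activation above the run mean over all test wells plus 3 SD, cut at about 32% in these data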;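 note: peak over basal fluorescence ratio per well then scaled between controls; 0% = DMSO wells and 100% = acetylcholine at EC100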
CHRM4 antagonist = blocks acetylcholine activation of human M4 receptor | inhibition, % at 3 µM | 0.73% of 360,000 active | AID 624125 | CHO-hM4 cells, ACh EC80, Fluo-8 calcium fluorescence;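 active = inhibition above its plate's cutoff, the mean inhibition of sample wells plus 3 SD, cut at about 27% in these data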;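 note: 0% = acetylcholine EC80 with DMSO and 100% = DMSO without agonist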
M4 PAM = potentiates acetylcholine response at human M4 receptor | CHO-K1 hM4/Gqi5, Fluo-8 calcium fluorescence, ACh EC20; 0% = ACh EC20, 100% = maximal ACh | activation, % at 3 µM | 0.4% of 360,000 active | AID 624126;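 active = activation above its plate's cutoff, the mean activation of sample wells plus 3 SD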; note: some results filed as inactive read as strong as hits
M1 PAM parental = nonselective activator or artifact in parental CHO-K1 calcium assay. ATP EC20, Fluo-8 calcium fluorescence; 0% at ATP EC20, 100% at ATP max. activation, % at 3 µM. 0.02% of 360,000 active. AID 602247;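 active = activation above the run cutoff, the mean activation of all test compounds plus 3 SD, cut at about 40% in these data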;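 note: peak over basal fluorescence ratio in a 140 s read after ATP addition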
The depositor's hits bear a star. Not a hit list. About 2.7% of those tested had a hit in this group.

compound	M5 PAM	CHO-K1 Ca antag	CHO-K1 Ca ag	CHRM5 agonist	M5 antag	CHRM4 agonist	CHRM4 antagonist	M4 PAM	M1 PAM parental
CCOC(=O)c1ccc(NC(=O)CNS(=O)(=O)c2ccccc2)cc1	0	1	2.0	6	0	5	2	-1	11
COc1ccccc1CNC(=O)CSc1ccc(-c2ccncc2)nn1	0	-3	0.1	-1	-5	0	-4	-8	1
Cc1ccc(NC(=O)c2c(C)noc2C)cc1	-4	8	0.6	-4	10	1	2	-1	-7
COc1cc(OC)c(OC)cc1/C=N/n1c(C)nc2ccccc2c1=O	0	-12	1.1	0	3	1	-18	0	4
CCCn1nc(C(=O)OCC(=O)Nc2ccc(C)cc2)c2ccccc2c1=O	15	-10	-0.3	1	10	-1	-7	14	-4
Cc1cc(C)n(-c2nc3ccccc3nc2N2CCCC2)n1	-2	-2	-0.3	-10	1	-1	0	-7	8
CC(C)OCCCNC(=O)Cn1ccc2cc(S(=O)(=O)N3CCCCCC3)ccc21	-1	-17	0.6	-2	-1	2	-4	-7	4
O=C(NCC(NS(=O)(=O)OCC(Cl)(Cl)Cl)c1ccccc1)C(F)(F)F (configuration not stated)	-5	3	1.1	5	6	3	-2	5	1
Cc1ccc(SCC(=O)c2sc(-c3ccccc3)nc2C)cc1	1	-1	-0.3	3	8	0	6	23	-3
CCCCCc1c(O)nc(SCCN(C)C)[nH]c1=O	10	-17	0.9	4	-10	1	-14	6	19
COc1ccc(Cl)cc1-c1nc(-c2ccc(NC(=O)c3ccncc3)cc2)no1	0	-2	0.2	-7	-2	1	0	-1	18
Cc1c(C)n(Cc2ccccc2)c2ncnc(NCCCN(C)C)c12	-8	-14	1.4	-8	8	0	14	-9	21
COc1ccc(C2(C)NC(=O)N(CC(=O)Nc3cccnc3Cl)C2=O)cc1 (configuration not stated)	-4	0	6.0	10	4	2	4	-2	-3
CSCC[C@H](NC(=O)OC(C)(C)C)C(=O)N/N=C/c1cccc2cccnc12	-8	-6	3.3	-3	16	1	10	-13	14
O=C(CC1=NCCNC(c2ccccc2)C1)c1ccccc1O (configuration not stated)	-5	5	2.7	0	17	15	15	-8	0
CN1C(=O)CSc2ccc(C(=O)O)cc21	-3	4	0.1	1	-3	0	-2	-8	-1
CCOC(=O)C1(C(=O)OCC)CCN(S(=O)(=O)c2ccccc2)CC1	-3	-22	1.3	2	8	2	-3	4	22
CC1(C(=O)NS(=O)(=O)c2cccc(F)c2)CCN1C(=O)Cc1ccc(-c2ccccc2)cc1 (configuration not stated)	-4	-8	0.4	-1	6	0	-6	2	5
COc1ccc(C)cc1CN1C(=O)c2ccccc2C1=O	-1	-10	-0.4	-4	-2	1	-5	-1	-10
O=C(O)CCC(=O)Nc1ccc(NC(=O)c2ccc(Cl)cc2Cl)c(Cl)c1	-4	2	0.1	0	2	0	6	-2	-6
CCn1cc(C(=O)NCc2ccccn2)c(=O)c2cc(F)c(N3CCN(C)CC3)cc21	4	-15	0.3	-1	0	1	3	5	21
CC(=O)Nc1nc(C)c(C(C)=O)s1	-7	-11	0.5	-6	-5	0	-5	1	19
CCNCc1cc(Cl)c(OCc2ccccc2)c(OCC)c1	2	-10	2.1	-11	10	8	-2	-2	16
O=C(CSCc1c(F)cccc1Cl)NCc1ccco1	-5	-7	0.0	-2	7	1	3	-10	-2
CCc1nc(SCC(=O)Nc2nccs2)c2oc3ccccc3c2n1	-1	-12	2.3	0	-2	5	2	3	22
O=C(c1cccs1)N1N=C(c2ccc(O)cc2)CC1c1ccccc1 (configuration not stated)	-5	19	3.3	-4	11	2	4	-3	-7
Cn1c(=O)[nH]c(=O)c2c1nc(N1CCCCC1)n2CCSc1nc2ccccc2o1	-11	3	0.5	-1	10	0	81*	-13	-1
CCOc1ccc(C(C(=O)NC2CCCCC2)N(CCOC)C(=O)c2snc(C(N)=O)c2N)cc1 (configuration not stated)	-1	-9	0.1	-1	7	1	8	-5	-9
C[n+]1ccc(/C=N/Nc2nc(Cl)c(C#N)c(Cl)c2Cl)cc1	7	-11	0.8	7	0	1	-4	-1	22
O=C(CSc1ccc2ccccc2c1)Nc1ccncc1	-15	15	13	8	21	20	17	-7	-1
CC(=O)Nc1ccc(S(=O)(=O)N2CCSCC2)cc1	-4	-23	1.3	3	1	2	6	-1	16
CCCCCn1c(=O)c2ccccc2n2c(CCl)nnc12	4	-6	-0.2	1	-13	1	-7	18	12
O=C(N/N=C\c1cccnc1)c1ccc(Cl)cc1Cl	7	-10	1.9	-3	-8	1	5	1	10
CCc1ccccc1NC(=S)N(CCN(C)C)C(C)c1cccnc1 (configuration not stated)	6	-12	1.0	1	4	2	-13	15	13
COc1ccccc1CNc1nc(NCCOc2ccccc2)c2sccc2n1	-15	9	3.6	3	7	10	22	-10	-3
Cn1c(SCC(=O)NC2CC2)nnc1-c1ccccc1Cl	6	-2	1.4	-5	-16	0	-1	8	16
CC(C)c1ccc(S(=O)(=O)N2CCN(C(=O)C3CCN(C(=O)c4ccc(F)cc4)CC3)CC2)cc1	-3	-4	1.3	-1	6	6	0	5	8
CCOC(=O)C1CCN(C/C=C/c2ccccc2OC)CC1	-6	-14	1.6	-4	-1	2	13	1	18
O=C(Nc1ccccc1C(F)(F)F)c1c(F)cccc1Cl	5	-4	0.2	-5	-7	1	-11	2	20
CCCOc1ccc(C2c3c(oc4cc(C)c(C)cc4c3=O)C(=O)N2CCCN2CCOCC2)cc1 (configuration not stated)	-2	-3	0.3	1	4	1	-8	-1	15
CCOC(=O)C1=C(NC(=O)c2ccc(Br)o2)Nc2ccccc2N=C1	-3	3	1.7	0	-4	3	4	2	25
C#CCOCCOCCOCCNc1nc(N2CCN(C(=O)[C@H](CCC(=O)O)n3cc([C@@H](N)CCCCN)nn3)CC2)nc(N2CCN(C(=O)[C@H](CCCCN)n3cc([C@@H](N)CC(N)=O)nn3)CC2)n1	-9	-9	0.2	2	8	1	-2	1	1
CN(C(=O)COC(=O)c1cc(-c2ccccc2Cl)nc2ccccc12)C1CCS(=O)(=O)C1 (configuration not stated)	-1	-4	0.3	3	5	2	-10	-2	13
COc1cc(NC(=O)c2cccc(Cl)c2)ccc1NC(=O)c1cccs1	-3	-7	1.0	-1	12	3	8	-8	-12
CN(CC(=O)Nc1ccc(Cl)c(Cl)c1)C(=O)C1CCC1	-2	4	2.9	3	6	4	-2	6	-4
O=c1oc2ccccc2n1Cc1cccc(C(F)(F)F)c1	-23	-6	4.4	-8	13	9	8	-19	12
O=C(C1CC1)N1CCc2cc(Br)cc(S(=O)(=O)N3CCN(c4ccccn4)CC3)c21	-15	-6	2.8	-7	3	7	2	-7	11
Cc1ccsc1C(=O)NCCc1ccc(S(N)(=O)=O)cc1	3	-10	0.5	-4	0	1	4	-2	8
COc1ccc(CCNC(=O)CCCc2ccccc2)cc1OC	6	-11	0.5	-5	-1	2	-9	4	23
CCOC(=O)CCSc1nc(-c2ccc3c(c2)OCO3)cc(C(F)(F)F)c1C#N	-2	-13	0.2	1	1	2	0	4	-1
Cc1ccccc1OCC(=O)N/N=C/c1sc(=O)n(Cc2cccc(C(=O)O)c2)c1Cl	7	-2	0.3	0	2	1	-5	5	4
CNC(=O)COC(=O)c1cc2c(s1)CCCC2	-2	-13	4.6	1	15	14	0	-3	16
CN(C)Cc1cc(CCNC(=O)c2ccc(Cl)cc2)ccc1O	2	-4	-0.1	-5	-2	1	-4	-4	8
COc1cc(/C=C/C(=O)OCC(=O)Nc2cc(S(=O)(=O)N3CCCCC3)ccc2C)ccc1O	-7	-1	2.9	0	6	3	9	-15	16
CC/C(CC(C)(C)c1ccccc1)=N\O	3	-15	-0.1	-2	0	0	7	-5	22
CC(=O)Oc1ccc(C(=O)[C@H]2[C@H]3C(=O)N(c4ccccc4)C(=O)[C@H]3[C@@H]3C=CC=NN32)cc1	4	-4	1.7	0	-3	1	12	-2	18
CC(=O)Nc1c(C)cc(OCC(=O)O)cc1C	2	-6	0.5	-1	5	1	3	7	22
Cn1c(=O)c2c(nc(CN3CCN(C(c4ccccc4)c4ccccc4)CC3)n2CC(N)=O)n(C)c1=O	0	0	0.1	-4	-10	1	-18	3	8
O=C(C(=O)N1CCCCC1)c1c(-c2ccccc2)[nH]c2ccccc12	2	-13	0.5	-3	4	2	-9	-5	1
CC(=O)N1NC(=Nc2ccccc2)SC1(C)C	-4	-4	9.2	7	6	8	-2	-6	7

Continued:
compound	M5 PAM	CHO-K1 Ca antag	CHO-K1 Ca ag	CHRM5 agonist	M5 antag	CHRM4 agonist	CHRM4 antagonist	M4 PAM	M1 PAM parental
Cc1ccc(CNC(=O)CSc2nc3ccccc3[nH]2)cc1	-4	-4	0.1	1	11	0	-8	4	13
Cc1cc(C)c(NS(=O)(=O)c2c(C(=O)N3CCOCC3)c(C)n(C)c2C)c(C)c1	3	-16	0.8	-1	-2	1	3	-3	7
CCC(C)NC(=O)CN1C(=O)C(CC)Sc2ccccc21 (configuration not stated)	6	2	0.1	2	7	1	3	6	-7
COc1cc(OC)cc(-c2nn[nH]n2)c1	-1	-7	1.1	-1	2	0	-2	11	26

Screens: PubChem, The Scripps Research Institute Molecular Screening Center
